GPR7 antag: GPR7 receptor antagonists, primary screen, cell-based, fluorescence, single concentration; inhibition, % at 4.4 µM; AID 1861, 2009; GPR7-expressing cells, fluorescence antagonist assay; hit rate 1.1% among 290,000; in the data active = inhibition above about 16%, passing the limit was not always enough;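 note: cells stimulated with the agonist NPW; 0% = agonist with vehicle and 100% = vehicle without agonist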
Target sequence (P48145 whole entry, looked up): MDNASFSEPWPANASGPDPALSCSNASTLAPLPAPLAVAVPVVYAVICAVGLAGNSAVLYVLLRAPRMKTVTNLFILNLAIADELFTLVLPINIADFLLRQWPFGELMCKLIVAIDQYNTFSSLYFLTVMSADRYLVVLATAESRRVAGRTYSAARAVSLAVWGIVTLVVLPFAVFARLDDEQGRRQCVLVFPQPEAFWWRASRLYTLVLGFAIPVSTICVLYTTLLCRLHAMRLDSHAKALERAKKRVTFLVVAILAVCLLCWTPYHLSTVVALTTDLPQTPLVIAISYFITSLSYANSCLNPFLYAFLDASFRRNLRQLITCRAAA
PHOSPHO1 block: PubChem AID 1565 | Phosphoethanolamine/phosphocholine phosphatase (Homo sapiens), Q8TCT1 | recombinant PHOSPHO1, absorbance phosphatase assay | inhibition, % at 13.3 µM | hit rate 1.1% among 290,000; in the data active = inhibition above about 60%
MEKK2wt PB1 HTS: modulators of MEK5 binding to wildtype MEKK2, primary screen, biochemical, multiplex bead flow cytometry, Alexa488-MEK5; Mitogen-activated protein kinase kinase kinase 2 (Homo sapiens), Q9Y2U5; Alexa488-MEK5 binding to MEKK2 WT; actives lie on both sides; binding response (% of control), % at 10 µM; hit rate 1.1% among 290,000; AID 1531, 2009; in the data active = binding response below about 67% or above about 130%
MEKK3 PB1 HTS: modulators of MEKK3-MEK5 PB1 binding, primary screen, biochemical, wildtype MEKK3, multiplex bead flow cytometry, Alexa488-MEK5 | Mitogen-activated protein kinase kinase kinase 3 (Homo sapiens), Q99759 | bead-based flow cytometry, Alexa488-MEK5 binding to MEKK3; actives lie on both sides; 0 = blocked by unlabeled MEK5, 100 = vehicle | binding response (% of control), % at 10 µM | hit rate 1.4% among 290,000 | AID 1529, 2009;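 active = binding response more than 3 SD above or below the average of its plate-row segment, actives on both sides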;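 note: Alexa488 bead fluorescence after subtracting the streptavidin-only scavenger bead signal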
V1aR counter: agonists of human V1a receptor, primary screen, counter-screen for OXTR agonist project, fluorescence, CHO-V1R cells; activation, % at 3 µM; AID 2797, 2010; Fluo-8 calcium fluorescence, agonist mode; 0% DMSO, 100% 3 nM vasopressin; Vasopressin V1a receptor (Homo sapiens), P37288; hit rate 0.25% among 320,000;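 active = activation above the mean activation of all tested compounds plus 3 SD, per screening run, cut at about 20% in these data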;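 note: signal is peak over basal fluorescence ratio across a 100 second FLIPR read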
NALP1 yeast inh: NALP1 inflammasome inhibitors in reconstituted yeast, colorimetric, S. cerevisiae, triplicate retest; hit rate 0.61% among 280,000; AID 2071, 2009; S. cerevisiae NALP1/ASC/caspase-1 growth, X-gal OD620, 72 h; inhibition, % at 10 µM; in the data active = inhibition mostly above about 24%, no sharp cut-off; inactive = mostly below about 32%; note: some compounds called inactive have numbers as strong as hits
MEKK2 mut-MEK5: MEK5 binding signal on mutant MEKK2 PB1, primary screen, biochemical, multiplex bead flow cytometry, Alexa488-MEK5; AID 1530, 2009; Alexa488-MEK5 binding to MEKK2 mutant; percent response, % at 10 µM; hit rate 0.35% among 290,000; in the data active = percent response above about 24%, passing the limit was not always enough; note: inactives centre near 1; some results filed as inactive read as strong as hits; reference of the scale not given here
OXTR agonist: human OXTR agonists, primary screen, fluorescence, CHO-OTR cells, Fluo-8 calcium; hit rate 0.32% among 320,000; Fluo-8 calcium fluorescence; normalized: DMSO 0%, oxytocin 100%; activation, % at 3 µM; AID 2435, 2010; Oxytocin receptor (Homo sapiens), P30559;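 active = activation above the mean of all tested compounds plus 3 SD, cutoff set per screening run, cut at about 20% in these data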;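 note: peak over basal fluorescence ratio from a 100 s FLIPR kinetic read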
Target sequence (P30559 whole entry, looked up): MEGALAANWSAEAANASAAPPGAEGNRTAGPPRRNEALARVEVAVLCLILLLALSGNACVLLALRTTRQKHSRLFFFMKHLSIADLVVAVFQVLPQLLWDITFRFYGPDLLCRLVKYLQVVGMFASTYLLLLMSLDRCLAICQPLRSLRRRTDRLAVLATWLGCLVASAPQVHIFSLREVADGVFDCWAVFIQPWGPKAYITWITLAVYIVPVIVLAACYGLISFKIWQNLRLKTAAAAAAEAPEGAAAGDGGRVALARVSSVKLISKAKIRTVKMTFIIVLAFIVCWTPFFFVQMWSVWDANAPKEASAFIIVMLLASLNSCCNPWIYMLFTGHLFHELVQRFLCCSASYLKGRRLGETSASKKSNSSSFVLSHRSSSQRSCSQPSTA
GalR3 antagonist: GalR3 antagonists in HEK293 cells, primary screen, cell-based, fluorescence readout; Galanin receptor type 3 (Homo sapiens), O60755; HEK293 GalR3-CNG cAMP membrane potential fluorescence; galR3 body fused to GalR1 C-terminus; inhibition, % at 3 µM; hit rate 0.44% among 360,000; AID 651719, 2012;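 active = inhibition above the screen-wide average plus 3 SD, cut at about 13% in these data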;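 note: forskolin and galanin both at EC90 stimulate the cells; cAMP rise reported by CNG channel membrane potential dye signal; 0% = forskolin plus galanin with DMSO and 100% = forskolin alone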
Target sequence (O60755 1-299 limits assumed): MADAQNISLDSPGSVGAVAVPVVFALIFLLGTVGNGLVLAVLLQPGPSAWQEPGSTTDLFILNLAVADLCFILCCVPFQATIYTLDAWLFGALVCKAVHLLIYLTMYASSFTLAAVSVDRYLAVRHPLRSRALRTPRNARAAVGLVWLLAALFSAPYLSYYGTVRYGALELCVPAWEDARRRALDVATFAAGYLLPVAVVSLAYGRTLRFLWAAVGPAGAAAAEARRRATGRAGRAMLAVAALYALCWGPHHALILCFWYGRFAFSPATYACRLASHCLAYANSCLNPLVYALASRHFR
Active calls of the source: *; · = not tested or not shown. No enrichment for hits. Share with any hit: about 5.4%.

#	structure	GPR7 antag	PHOSPHO1 block	MEKK2wt PB1 HTS	MEKK3 PB1 HTS	V1aR counter	NALP1 yeast inh	MEKK2 mut-MEK5	OXTR agonist	GalR3 antagonist
1	O=C(COC(=O)c1ccc(Cl)nc1)NCc1ccco1	-5	20	89	102	-0.4	3	-12	-0.5	-1
2	O=C(/C=C/c1ccc(Cl)cc1Cl)NCCSc1ccccc1	5	-17	97	100	0.3	22	-2	-0.2	-5
3	S=c1nc(-c2ccc(Br)cc2)[nH]c2ccccc12	13	4	89	92	-0.9	-3	-5	-0.9	11
4	O=C(NCCN1CCN(C(=O)c2ccccc2Cl)CC1)C(=O)NCc1ccccc1	0	51	95	101	0.5	-5	-1	0.6	-2
5	Cc1cc(C)c(S(=O)(=O)NCCn2c(C)cc3ccccc32)c(C)c1	-12	-10	100	104	0.1	22	5	-1.0	·
6	Cc1ccn2cc(-c3ccc(NS(=O)(=O)c4ccccc4)cc3)nc2c1	-6	-18	107	104	1.3	14	-1	1.4	0
7	CCC(C)NC(=O)c1ccc(CN2CCc3ccccc3C2)cc1 (configuration not stated)	-14	51	103	100	0.8	8	3	2.7	-11
8	CC(=O)Nc1ccc(-c2nc3ccccc3c(=O)o2)cc1	15	37	101	98	0.8	30	0	-1.2	-4
9	O=c1c2cc(N3CCOCC3)ccc2[nH]c(=S)n1CCN1CCCC1	4	7	101	101	-0.5	1	2	0.0	-3
10	CC(C)CNC(=O)Cn1c(=O)c2c(ncn2CC(C)C)n(Cc2ccccc2)c1=O	-1	53	91	100	-0.7	-2	-5	-0.7	2
11	CCc1nnc2n1N=C(c1ccc(Cl)cc1Cl)CS2	-3	6	94	98	-1.0	0	1	-2.8	-12
12	Cc1ccccc1NC(=O)C1c2cccc[n+]2CC(=O)N1Cc1ccc2c(c1)OCO2 (configuration not stated)	-20	-31	50	54	0.3	11	-8	-0.5	-4
13	CC1CCN(CCCNC(=O)Cn2ncc3c([nH]c4ccccc43)c2=O)CC1	10	36	109	99	0.1	31	-1	0.5	-8
14	COc1ccc2c(Cl)c(-c3nnc4n3CCCCC4)sc2c1	0	9	96	97	2.3	-7	1	-1.0	-6
15	CCn1cc(C(=O)N2CCN(c3ccc(OC)cc3)CC2)c(=O)c2cc(S(=O)(=O)N3CCOCC3)ccc21	-4	4	100	98	-0.4	-1	-1	-2.0	-2
16	Cc1ccc(Cn2cc(S(=O)(=O)c3ccc(C(C)C)cc3)c(=O)c3cc4c(cc32)OCO4)cc1	-7	-14	95	99	2.9	41	3	-0.8	-1
17	O=C(c1cc(-c2cccc(Cl)c2)on1)N1CCN(c2ccccc2)CC1	-8	20	103	101	0.7	9	0	-0.1	-8
18	CCc1ccc2c(CN(C)Cc3ccc(OC(F)F)c(OC)c3)cc(=O)oc2c1	-3	-54	95	102	1.9	15	-6	-1.4	-7
19	Cc1ccccc1CN1CCc2cc([N+](=O)[O-])ccc21	10	19	96	100	-1.2	12	-7	-0.9	-7
20	NS(=O)(=O)c1ccc(NC(=O)COC(=O)COc2cccc(C(F)(F)F)c2)cc1	-17	0	97	97	0.6	17	-6	0.6	1
21	CCCc1ccc(-c2cc(C(=O)Nc3ccc([N+](=O)[O-])cn3)c3ccccc3n2)cc1	6	-12	91	105	0.6	21	28	-0.9	0
22	COc1ccc(C(=O)Nc2cc3c(cc2N2CCCCC2)n(C)c(=O)n3C)cc1OC	4	4	102	102	-1.0	18	0	-1.1	-3
23	CC(=O)OC1CC(C)N(C(=O)c2ccccc2)c2ccc(C)cc21 (configuration not stated)	-11	-13	105	106	-2.2	0	5	-1.7	-4
24	Cc1ccc(N2C(=O)C3N=NN(CC(=O)N4N=C(c5ccccc5)CC4c4ccccc4)C3C2=O)cc1 (configuration not stated)	-12	1	88	95	-0.7	-21	-4	0.7	0
25	CC(OC(=O)c1nsc(Cl)c1Cl)C(=O)NCc1ccco1 (configuration not stated)	-5	-16	101	103	-0.7	3	2	0.0	-1
26	CCNc1nc(-c2ccc(Cl)cc2)cs1	-9	22	104	99	-1.2	9	0	-2.3	-4
27	CC(NC(=O)COC(=O)Cc1ccsc1)C1CC2CCC1C2 (configuration not stated)	1	-21	78	73	-0.7	-10	-4	-1.9	-5
28	CN1CCC(NC(=O)c2cccs2)CC1	-12	-2	108	104	0.7	28	6	1.1	·
29	COc1cccc2c1Oc1cc([N+](=O)[O-])cc(N(C)C(C)=O)c1C=C2	-10	42	105	105	-1.2	10	1	-2.1	-11
30	Cn1ccnc1SCC(=O)NC1CCCC1	0	-19	89	93	0.3	12	-12	0.8	-8
31	CCOC(=O)c1sc2nc3c(cc2c1N)COC(C)(CC)C3 (configuration not stated)	6	19	105	104	-0.6	-16	3	-2.2	-3
32	Cc1cc(S(=O)(=O)N(Cc2ccc(C(C)C)cc2)CC2CCCO2)ccc1-n1cnnn1 (configuration not stated)	10	6	97	96	0.9	5	-1	-0.7	0
33	Cc1nnc(SCCn2c(Br)nc3c2c(=O)[nH]c(=O)n3C)s1	-4	24	·	·	-0.2	-4	·	-0.1	1
34	CCCn1c(CCc2ccccc2)nnc1SCC(=O)N1CCOCC1	1	10	95	93	0.8	0	0	-1.1	-1
35	CCOc1ccccc1N1CCN(C/C=C/c2ccc(N(C)C)cc2)CC1	-1	-42	109	102	-0.1	9	16	-1.0	-1
36	CC12CC3(C)CC(C)(C1)CC(C(=O)NC(=S)N1CCOCC1)(C2)C3	-9	-84	103	105	-1.4	15	6	-1.1	5
37	CCOc1ccc(CNC(=O)C2Cc3cc(S(=O)(=O)N4CCCCC4)ccc3N2C(C)=O)cc1 (configuration not stated)	8	-105	104	100	0.0	-4	5	-1.5	3
38	CC(=O)Nc1ccc(NS(=O)(=O)c2ccc(Cl)c(C(=O)O)c2)cc1	-12	-10	96	88	2.5	15	-1	0.5	·
39	O=C(CCCCCCN1C(=O)c2ccccc2C1=O)N1CCC(c2ccccc2)C1 (configuration not stated)	-12	-21	107	100	6.0	25	-1	2.3	-7
40	Cc1c(C(=O)O)sc(=S)n1-c1ccc(Cl)cc1	8	-3	103	108	-0.4	34	1	0.2	-10
41	C[C@H](NC(=O)C1CC(=O)N(c2ccc3c(c2)OCCO3)C1)C(=O)NCc1ccco1 (some centres not stated)	-5	38	100	103	-0.1	8	9	5.4	-7
42	CC(C)CN(C(=O)CCC(=O)OCC(=O)NCCc1ccccc1)c1c(N)n(CC(C)C)c(=O)[nH]c1=O	-12	58	107	103	0.4	10	7	1.1	-1
43	CCN(CC)c1ccc(S(=O)(=O)N2CCOCC2)cc1NC(=O)CNCc1ccccc1	24*	23	100	99	2.1	-8	-6	-1.7	-8
44	O=c1c2ccccc2[nH]c(=S)n1CCN1CCC(=C(c2ccc(F)cc2)c2ccc(F)cc2)CC1	-12	4	101	97	·	27	4	·	·
45	CCCCNC(=O)C1CCCN(S(=O)(=O)CC)C1 (configuration not stated)	1	-13	103	103	0.2	6	9	-0.8	14*
46	Cc1ccc(OC(=O)c2cccc([N+](=O)[O-])c2)c(-n2nc3ccccc3n2)c1	1	-1	94	93	-0.2	20	-4	-0.8	0
47	CCCC(C)C(=O)OCC(=O)NCc1ccc(OC)c(OC)c1 (configuration not stated)	0	32	101	102	1.1	-20	-2	1.3	-1
48	COCc1cc(=O)[nH]c2cc(NC(=O)c3cccc(OC)c3)c(C)cc12	-5	24	104	104	0.5	12	4	-1.3	-11
49	Cc1ccc(-c2noc(CSc3nnc(-c4cccs4)n3C)n2)cc1	-8	12	100	100	2.1	17	3	2.6	-5
50	O=c1[nH]nc(SCCS(=O)(=O)c2ccc(F)cc2)n1-c1ccccc1	-19	28	123	123	-1.9	22	17	0.3	1
51	COc1ccc(S(=O)(=O)N(C)CC(=O)NCc2ccc3c(c2)OCO3)cc1	-6	39	102	101	-0.1	-2	4	-0.5	-7
52	CCN(C(=O)CCc1ccccc1)C1CCCCC1	12	49	95	98	-1.2	7	-12	-1.7	-6
53	C/C(=N/NC(=O)CNC(=O)c1ccccn1)c1ccc([N+](=O)[O-])cc1	-19	-1	102	101	0.9	2	1	-0.2	-5
54	O=C(Cn1cc2c(n1)CCCCC2)NCc1ccccc1	·	-3	101	100	-0.4	-6	4	-0.6	1
55	O=C(Nc1cccnc1)c1cc(S(=O)(=O)N2CCOCC2)ccc1Br	-11	9	101	102	-0.7	-5	7	0.4	2
56	CSc1nc2c(c(=O)[nH]1)C(c1ccncc1)C(C(=O)OC(C)C)=C(C)N2 (configuration not stated)	-14	22	106	104	-0.4	24	5	-1.4	-3
57	Nc1nonc1-n1nnc(C(=O)N/N=C/c2ccccc2F)c1CN1CCc2ccccc21	-17	-4	91	98	-0.5	13	-2	-2.7	-7
58	CC(C)c1nc2ccc(Br)cn2c1NC1CCCC1	-13	12	123	129*	-1.8	10	49	-0.4	-6
59	CCOC(=O)CN(C(=O)CSc1nnc2c(n1)[nH]c1c(C)cc(C)cc12)c1ccccc1	8	4	106	106	·	-2	11	·	-4
60	CCC(C)(C)n1nnnc1C(c1ccc(F)cc1)N1CCN(C(=O)c2ccco2)CC1 (configuration not stated)	2	12	102	102	-0.2	9	2	0.1	-6

Later entries:
#	structure	GPR7 antag	PHOSPHO1 block	MEKK2wt PB1 HTS	MEKK3 PB1 HTS	V1aR counter	NALP1 yeast inh	MEKK2 mut-MEK5	OXTR agonist	GalR3 antagonist
61	CC1CCN(C(=O)CSc2nncn2C)CC1	2	28	102	101	0.8	10	3	-0.1	-4
62	C=CCOc1c(CNc2cccc(C(=O)O)c2)cccc1OCC	-11	22	109	110	-0.1	1	11	-0.1	-4
63	N#Cc1nc(-c2ccco2)oc1N1CCOCC1	-8	-2	100	98	0.3	0	4	0.0	3
64	Cc1ccc(C(=O)Oc2ccc(C(=O)COC(=O)c3cnccn3)cc2)cc1	1	24	95	96	0.6	-13	-4	1.8	-6
65	Cn1c2ccccc2c(=O)c2c(=O)n(Cc3ccco3)c(-c3ccc(Cl)cc3Cl)nc21	-15	25	95	104	-1.2	7	1	-3.5	·
66	O=C(O)CC1(CC(=O)NCc2cc(F)cc3c2OCOC3)CCCCC1	-9	12	101	104	-1.4	26	5	-1.2	-5
67	O=C(Nc1ccccc1SCC1CSc2nc3ccccc3c(=O)n21)c1ccccc1 (configuration not stated)	1	26	106	102	0.0	35	-6	-1.7	1
68	COC(=O)c1ccccc1NC(=O)CSc1[nH]c(=O)cc(C)c1C#N	-4	21	91	100	0.5	-18	-7	0.0	-2
69	O=C(Cn1nnc(-c2ccccc2-n2cnnn2)n1)NCc1ccccc1	-4	6	80	74	0.6	-10	-17	0.4	-2
70	O=C(c1cccc(F)c1)N1CCN(c2ccc([N+](=O)[O-])c(N3CCOCC3)c2)CC1	-2	0	99	99	-0.3	31	-1	-1.5	-3
71	Cc1noc(C)c1CSCC(=O)N1CCN(c2ccc(F)cc2)CC1	0	-5	98	97	8.3	0	0	12	-4

Screening results deposited in PubChem by several laboratories.
